# Myeloid diff 2: compounds promoting myeloid differentiation. ER-HoxA9 myeloid progenitors, lysozyme-GFP differentiation, flow cytometry. calls only at 10 µM. actives 1% (n = 360,000). AID 624256;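 active = normalized GFP-positive differentiation at or above the plate's own cutoff, the solvent-only control mean plus 3 SD; inconclusive = no clear call, values can overlap the other calls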;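 note: cells exposed to compound for four days before flow analysis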
# RSV antiviral HEp-2: RSV antiviral activity via CPE protection, HEp-2 cells, primary 10 µM value included (AID 2391). HEp-2 cells, RSV-induced CPE inhibition; higher % means a stronger effect. one-dose CPE inhibition, % at 10 µM; IC50 in µM for titrated hits. actives 0.13% (n = 310,000); in the data active = a potency from the dose series; inconclusive = CPE inhibition mostly from about 23% at the one dose, without a potency; inactive = the rest, 99 in 100 with CPE inhibition below about 21%; note: strong numbers were not always called active
# T cell HTS: T cell immune modulators affecting CD8 T cell-vesicle binding. calls only at 7 µM. actives 0.068% (n = 330,000). 2C CD8+ T cell-vesicle binding, flow cytometry; stronger effect = lower value. AID 2052;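 active = response, share of CD8 T cells binding vesicles, and their 90th percentile fluorescence all below set limits, cut at about 80% in these data, passing the limit was not always enough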
#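 Read-out – percent CD8+ FL2 mean versus row control · System – murine 2C transgenic CD8+ T lymphocytes · Times – 1.5 h cell–vesicle binding at 37 °C, then 20 min icy labelling · Control set – naked vesicles low, QL9 vesicles with vehicle high · Detection – cytometric PE anti-B7-1 and Alexa647 anti-CD8 signals after 1% paraformaldehyde fixation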
# MgcRacGAP inhibition: MgcRacGAP GTPase-activating activity inhibitors, confirmation, biochemical, ADP Hunter fluorescence | MgcRacGAP-stimulated Rac1 GTP hydrolysis, ADP Hunter fluorescence; higher % means a stronger effect; GST-tagged Rac1 F28L mutant substrate | one-dose inhibition, % at 30 µM; IC50 in µM for titrated hits | actives 0.6% (n = 340,000) | AID 624330;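 active = first-screen hits whose inhibition reached a set limit at any dose in the follow-up dose series; inconclusive = inhibition above the set first-screen limit but never retested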;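 note: fluorescence reports GDP produced by GAP-driven GTP hydrolysis; strong numbers were not always called active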
# WT yeast gro inh: growth inhibition of WT yeast, mitochondrial fusion screen; inhibition, % at 10 µM; actives 2.1% (n = 190,000); AID 1362; mitochondrial fusion phenotypic screen, WT strain; in the data active = inhibition above about 58%; tested in S. cerevisiae
# Large T inhibition: TAg ATPase/helicase activity blockers – biochemical (AID 1903); actives 0.39% (n = 310,000); one-dose inhibition, % at 20 µM; IC50 in µM for titrated hits; SV40 large T antigen ATPase/helicase inhibition assay; higher % means a stronger effect; in the data active = a potency from the dose series; inconclusive = inhibition mostly from about 32% at the one dose, without a potency; inactive = the rest, 99 in 100 with inhibition below about 32%; note: strong numbers were not always called active
# West Nile virus CPE: inhibition of WNV-induced cytopathic effect – cell-based, CPE readout (AID 1621); actives 0.02% (n = 290,000); West Nile virus-infected cells, CPE inhibition; higher % means a stronger effect; one-dose CPE inhibition, % at 10 µM; IC50 in µM for titrated hits; in the data active = a potency from the dose series; inconclusive = CPE inhibition mostly from about 3.7% at the one dose, without a potency; inactive = the rest, 99 in 100 with CPE inhibition below about 2.2%; note: strong numbers were not always called active
# PhoP inhibition: PhoP-dependent GFP reporter repression – Salmonella Typhimurium, primary screen (AID 1863). inhibition, % at 50 µM; hits with a dose series show IC50 in µM. S. Typhimurium PhoP-regulated promoter GFP reporter, 4 h; higher % means a stronger effect. actives 0.16% (n = 300,000);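 active = inhibition over 29.93%, a cutoff 3 SD above the screen mean, later confirmed by dose response; inconclusive = inhibition over 29.93% but no dose response follow-up; inactive = inhibition at most 29.93% or unconfirmed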;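 note: 0% = low Mg2+ inducing control and 100% = high Mg2+ repressing control; strong numbers were not always called active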
# bCat nuc transl: modulators of beta-catenin nuclear translocation; HeLa beta-catenin nuclear translocation, immunofluorescence imaging; nuclear translocation activity, % at 5 µM; actives 0.3% (n = 190,000); AID 1665;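 active = nuclear translocation activity above 50% at 5 µM, with a well cell count of 50 or more; inconclusive = wells under 50 cells across six images, flagged as toxic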;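 note: per-cell ratio of nuclear to cytoplasmic median beta-catenin stain intensity; plate controls were DMSO negative control for no effect and GSK-3 inhibitor IX positive control for full effect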
#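 Signal – beta-catenin immunofluorescence imaging with DAPI · Test system – human HeLa cell line · Dosing – 5 µM primary single dose, 0.1% DMSO, 0.02–20 µM confirmation series · Measure – % activation, nuclear-to-cytoplasmic median beta-catenin signal ratio per cell · Incubation – 24 h compound exposure at 37°C, 5% CO2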
# WT yeast gro inh mutant strain: second read-out of WT yeast gro inh, no call of its own (marks repeat the call); inhibition, %; mitochondrial fusion phenotypic screen, mutant strain inhibition
# bCat nuc transl cell count 5 µM: recorded beside bCat nuc transl, whose call it bears; cell count; measured here: cell count, cytotoxicity flag
# T cell HTS vesicle-bound %: further read-out of T cell HTS, marked with its call; double positive events, %; measured here: CD8+ vesicle-bound cell fraction;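 binding gate set so that unloaded-vesicle control wells show 10% double positive cells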
# Myeloid diff 2 GFP+ MAC1+ %: also measured in Myeloid diff 2; calls as there; GFP+ MAC1+ double positive, %; measured here: differentiation confirmed by MAC1 staining
# Starred values were filed as active, the others as inactive; i = inactive; ? = inconclusive; . = not tested or not shown.
SMILES,Myeloid diff 2,Myeloid diff 2 GFP+ MAC1+ %,RSV antiviral HEp-2,T cell HTS,T cell HTS vesicle-bound %,MgcRacGAP inhibition,WT yeast gro inh,WT yeast gro inh mutant strain,Large T inhibition,West Nile virus CPE,PhoP inhibition,bCat nuc transl,bCat nuc transl cell count 5 µM
O=C(Nc1ccc2c(c1)nc1n2CCN(C2CCCCC2)C1)NC1CCCCC1,.,.,-2.5%,i,35,.,-13,-3,-3%,0.3%,5%,-0.9,1290
CCC(C(=O)Nc1cc(Cl)c(OC)cc1OC)c1ccccc1 (stereo unspecified),i,0.7,2.9%,i,23,-2%,2,7,4%,-0.5%,6%,-3.0,1104
CCn1c(CSc2nc3ccccc3s2)n[nH]c1=S,i,1.3,15%,i,45,12%,-6,16,7%,-0.5%,-10%,.,.
O=C(O)CN1C(=O)C(=O)N(Cc2ccccc2F)C1=O,i,0.3,1.0%,i,39,4%,.,.,10%,-0.3%,1%,.,.
COc1ccccc1NS(=O)(=O)c1ccccc1C#N,i,16,2.1%,i,10,-2%,-2,10,4%,-0.3%,-2%,-2.6,1239
O=S1(=O)NC2c3ccccc3CC2O1 (stereo unspecified),i,2.3,-1.3%,i,41,4%,.,.,1%,-0.3%,-1%,.,.
CCC1=C2CC[C@H]3C(=O)N(C)C(=O)[C@H]3[C@H]2[C@@]2(Cc3ccccc3)C(=NCCOC)OC(=O)N2C1=O,i,1.8,1.3%,i,15,11%,.,.,15%,-0.3%,-3%,-1.9,1177
Cc1ccccc1-n1nnnc1Sc1nnnn1-c1ccccc1,.,.,-3.5%,i,18,14%,-7,-2,3%,?,54%,-0.2,1094
C=CCOC(=O)Cn1cnc2c(sc3nc(C)cc(C)c32)c1=O,i,1.4,1.2%,i,9,8%,.,.,-2%,-0.4%,5%,.,.
CCOc1ccc(S(=O)(=O)NCCC(=O)NC2=NCCS2)cc1,i,0.8,0.5%,i,10,3%,-24,15,2%,0.1%,-12%,-6.6,1005
COc1ccc(S(=O)(=O)N2CCCC(N(C)CCc3ccccc3)C2)cc1OC (stereo unspecified),i,0.9,-0.6%,i,42,-1%,.,.,12%,-1.4%,9%,.,.
Cc1cc(C(=O)N2CCCC(Nc3ccccc3)C2)c2ccc(F)cc2n1 (stereo unspecified),i,1.5,2.8%,i,22,13%,.,.,15%,-0.2%,-1%,.,.
CN1c2ccccc2C(=O)/C(=C\Nc2ncccn2)S1(=O)=O,i,0.2,3.4%,i,27,0%,.,.,7%,0.2%,-12%,0.5,1246
O=C(CCCN1C(=O)S/C(=C/c2ccccc2)C1=S)Nc1ccc(C(=O)O)cc1,i,4.7,-1.8%,i,65,13%,.,.,7%,-0.1%,0%,.,.
Cc1ccc(-n2nc(C)c(/C=N/NC(=O)c3cccs3)c2Cl)cc1,i,1.5,5.9%,i,50,0%,-18,-3,9%,-0.9%,-23%,-0.3,896
Cc1ccc(CNC(=O)CN(C)S(=O)(=O)c2ccc(F)cc2)cc1,i,1.1,-0.5%,i,18,-3%,.,.,12%,.,.,.,.
CCc1nnc(NC(=O)C2CCC(CNc3c(N4CCCCC4)c(=O)c3=O)CC2)s1 (stereo unspecified),i,0.5,-1.1%,i,61,10%,.,.,11%,0.0%,0%,0.3,1320
CCC(=O)c1ccc(OCC(=O)OCC(=O)NCc2cccs2)cc1,i,0.2,1.8%,i,57,4%,.,.,13%,.,-4%,.,.
COc1ccc(C(=O)NC(=S)NCc2ccccc2)cc1,i,2.0,4.4%,i,26,7%,6,-10,1%,.,0%,0.2,1438
CCCc1ccc(C(=O)NNc2cccc(C)c2)cc1,i,0.5,.,i,40,-11%,.,.,-1%,-1.2%,-11%,1.7,1314
COc1ccc(C(=O)NNC(=O)C(=O)/C=C(\O)c2ccc(C)cc2)cc1,i,0.5,2.1%,i,20,10%,.,.,0%,-0.2%,-11%,.,.
O=C(COC(=O)Cc1ccccc1[N+](=O)[O-])NNC(=O)c1ccc([N+](=O)[O-])cc1,i,0.7,9.2%,i,31,9%,.,.,.,.,.,.,.
O=C(NCc1cccnc1)C1CCC(CNS(=O)(=O)c2cccc3nsnc23)CC1 (stereo unspecified),i,0.3,2.4%,i,49,4%,.,.,10%,0.0%,-11%,-0.5,1330
CC1(C)Cc2c(c(=S)nc(-c3ccccc3)n2CCCN2CCOCC2)CO1,.,.,2.4%,i,18,12%,4,5,0%,-0.1%,-8%,-2.1,1127
CCCC(=O)Nc1sc2c(c1C#N)CCCCC2,i,0.4,3.2%,i,47,-3%,1,-17,6%,-0.2%,6%,-3.5,1243
O=C(OCc1c(F)cccc1Cl)c1cc([N+](=O)[O-])ccc1N1CCOCC1,i,0.3,10%,i,26,-6%,.,.,21%,.,-6%,.,.
COc1ccc(S(=O)(=O)N2CCN(C/C=C/c3ccccc3)CC2)cc1NC(C)=O,i,0.3,-0.6%,i,12,12%,.,.,3%,-0.7%,5%,.,.
O=C(CCSc1ccc(Cl)cc1)N1CCN(S(=O)(=O)c2ccccc2)CC1,i,0.4,1.3%,i,31,0%,.,.,.,.,.,.,.
CC(C)(C)NC(=O)Cn1c(=O)c(=O)n(Cc2ccccc2)c2ccc(Cl)cc21,i,0.7,0.5%,i,15,7%,-12,-10,9%,-1.3%,-11%,0.7,1129
O=C(CCNS(=O)(=O)c1ccccc1Cl)N1CCN(c2ccccn2)CC1,i,1.4,1.9%,i,35,7%,.,.,.,.,.,.,.
N#Cc1ccccc1S(=O)(=O)N1CCN(C(=O)c2cc(-c3ccccc3)nn2-c2ccccc2)CC1,i,0.8,1.4%,i,9,2%,.,.,19%,-0.3%,-6%,.,.
COC(=O)c1ccc2ccn(CC(=O)NC3CCCCC3)c2c1,i,1.1,0.5%,i,17,10%,-9,-12,1%,0.1%,-5%,-0.3,1391
N/C(=N\OC(=O)C(c1ccccc1)c1ccccc1)c1ccccn1,i,0.8,7.0%,i,48,10%,26,8,6%,-0.1%,5%,0.9,1069
S=c1[nH]nc(-c2ccccn2)n1/N=C/c1ccc(-c2ccccc2Cl)o1,i,0.0,53%,i,12,25%,43,14,21%,-0.6%,-7%,-0.1,1150
CCOC(=O)COn1c(=O)c(-c2ccccc2)[n+]([O-])c2ccccc21,i,0.4,3.5%,i,43,8%,.,.,4%,0.1%,-2%,.,.
C[C@@H]1CN(c2nc3nonc3nc2N2CCSCC2)C[C@H](C)O1,i,0.1,0.3%,i,50,.,5,-6,9%,-0.2%,1%,-2.7,1017
O=C(NC1CCCCC1)NC1CCN(S(=O)(=O)Cc2ccccc2)CC1,i,0.6,-0.8%,i,47,12%,1,37,1%,0.2%,-1%,0.9,983
Fc1cc2nccnc2cc1N1CCSCC1,i,8.6,1.6%,i,32,-2%,4,-1,6%,0.0%,0%,.,.
CN1/C(=C\C(=O)COC(=O)C2COc3ccccc3O2)C(C)(C)c2ccccc21 (stereo unspecified),i,0.5,2.6%,i,34,3%,12,-3,-1%,.,6%,-2.7,981
CN(c1cccc(NC(=O)CN2C(=O)c3ccccc3S2(=O)=O)c1)S(C)(=O)=O,i,0.4,1.1%,i,32,13%,-21,-11,2%,0.4%,-3%,.,.
C/C(CC(=O)Nc1cc(Cl)ccc1C)=N\NC(N)=O,i,0.4,0.7%,i,36,13%,.,.,13%,0.8%,-8%,-0.3,1323
CCC1CCCCN1C(=O)c1sc2nc(C)nc(N(CC)CC)c2c1C (stereo unspecified),i,0.3,4.7%,i,56,0%,9,-17,19%,-0.5%,1%,0.2,1064
Cc1cccc(C)c1NC(=O)CSCCO,i,1.0,1.4%,i,14,0%,0,-8,7%,-0.9%,0%,1.4,1147
CC(C)(C)c1csc(NC(=O)Cn2c(=O)oc3ccccc32)n1,i,0.4,5.9%,i,34,5%,-13,11,-5%,0.5%,0%,-0.7,1047
O=C(COC(=O)c1cccc(OC(F)F)c1)NC(=O)NC1CCCCC1,i,0.7,-2.0%,i,45,-11%,.,.,15%,.,2%,.,.
Cc1ccc(-n2nc(C(=O)O)c(O)cc2=O)cc1,i,0.1,1.9%,i,40,2%,-9,3,4%,1.7%,3%,0.1,1533
CC(=O)Nc1ccc(N/C=C/C(=O)c2ccco2)cc1,i,0.5,1.3%,i,22,14%,-1,-49,6%,0.2%,-6%,.,.
Cc1ccccc1NC(=O)N1CCN(C(=O)c2ccco2)CC1,i,0.7,2.2%,i,54,2%,3,12,1%,0.1%,8%,-3.2,1035
Cc1ccc(-c2c(C)c(-c3ccc(F)cc3)nc(N)c2C#N)o1,i,0.1,1.7%,i,26,7%,1,-7,20%,-0.2%,11%,2.8,772
CNC(=O)CCc1nc(-c2ccc(C(C)(C)C)cc2)no1,i,0.6,?,i,22,9%,-6,16,22%,-0.2%,-8%,0.0,1335
Cc1cc(NC(=O)CSc2ncn(-c3ccccc3)n2)no1,i,1.0,0.4%,i,13,7%,4,-9,4%,-0.1%,0%,0.7,1251
C=CCn1c(C)cc(C(=O)COc2ccc(S(=O)(=O)N3CCCC3)cc2[N+](=O)[O-])c1C,?,.,2.7%,i,53,8%,11,19,19%,0.9%,12%,-1.0,1128
CC(C)CC(=O)NC(NC(=S)Nc1cccc2cccnc12)C(Cl)(Cl)Cl (stereo unspecified),i,1.1,4.1%,i,12,10%,4,10,7%,-0.2%,-5%,-5.4,1021

# Screens (PubChem BioAssay)
